Screening data (PubChem)
D1 ag – activates the human D1 dopamine receptor; P21728; activation, % at 2 µM; actives 1% (n = 360,000); HEK293 T-REx D1 cells, calcium flux, agonist mode; in the data active = activation above about 30%; also: 0% is about no effect
Target sequence (P21728 whole entry, looked up): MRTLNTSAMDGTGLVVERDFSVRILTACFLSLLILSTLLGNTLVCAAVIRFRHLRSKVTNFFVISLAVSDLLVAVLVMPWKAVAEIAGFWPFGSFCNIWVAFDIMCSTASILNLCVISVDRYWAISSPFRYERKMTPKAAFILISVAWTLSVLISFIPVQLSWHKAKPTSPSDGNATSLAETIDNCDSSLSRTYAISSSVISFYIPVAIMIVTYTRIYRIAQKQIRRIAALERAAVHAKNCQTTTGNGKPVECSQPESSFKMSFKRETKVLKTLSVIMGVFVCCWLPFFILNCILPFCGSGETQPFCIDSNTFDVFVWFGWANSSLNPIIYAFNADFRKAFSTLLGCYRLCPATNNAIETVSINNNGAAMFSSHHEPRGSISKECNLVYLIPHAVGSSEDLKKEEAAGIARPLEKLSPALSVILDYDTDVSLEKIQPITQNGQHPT
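Inducible HEK293 T-REx D1 cells, force-coupled to calcium signalling, were plated at 4000 cells/well with tetracycline and held overnight at 30 C. After no-wash calcium dye loading, compound-evoked calcium rise over 180 s flagged agonists.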
RXFP1 antagonist – antagonists of human relaxin receptor RXFP1 | Q9HBX9 | HEK293-RXFP1, relaxin-stimulated cAMP HTRF, 30 min; active compounds read low | activity change, negative = inhibition, % at 57.5 µM | actives 0.59% (n = 350,000);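 active = activity change of -60% or lower, but not beyond a set lower limit; inconclusive = change between -60% and -40%, or beyond the set limit; inactive = change above -40%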; also: % is scaled to controls: 0 for no effect and ±100 for the full control effect
TRHR PAM – allosteric enhancers of human TRH receptor. actives 0.66% (n = 360,000). TRHR cells, fluo-8 calcium fluorescence, EC20 TRH enhancement. enhancement, % at 2 µM; in the data active = enhancement above about 30%; also: 0% is about no effect
Target sequence (P34981 whole entry, looked up): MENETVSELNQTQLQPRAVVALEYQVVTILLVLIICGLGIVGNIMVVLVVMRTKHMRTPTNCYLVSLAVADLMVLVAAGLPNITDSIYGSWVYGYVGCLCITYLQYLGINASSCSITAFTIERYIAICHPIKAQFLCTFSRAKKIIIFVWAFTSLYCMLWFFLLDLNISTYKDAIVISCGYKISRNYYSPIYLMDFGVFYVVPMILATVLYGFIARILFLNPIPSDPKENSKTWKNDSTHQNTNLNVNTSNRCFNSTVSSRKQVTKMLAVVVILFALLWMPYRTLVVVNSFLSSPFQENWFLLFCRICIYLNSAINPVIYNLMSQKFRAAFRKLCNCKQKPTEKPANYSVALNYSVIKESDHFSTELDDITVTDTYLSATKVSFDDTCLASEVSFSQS
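TRHR-expressing cells loaded with fluo-8 calcium dye were read kinetically (ex 480/em 530) during compound addition, then stimulated with an EC20 of TRH (10 nM final). Enhancement of the Gq-mediated intracellular calcium response was scored.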
D1 antag – antagonists of human D1 dopamine receptor. AID 504652. P21728. HEK293 TREx D1 cells, calcium flux, dopamine EC80; active compounds read low. activity change, negative = inhibition, % at 10 µM. actives 3.2% (n = 360,000); in the data active = activity change below about -30%; also: % is scaled to controls: 0 for no effect and ±100 for the full control effect
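Calcium flux readout: force-coupled, inducible Hek293 Trex D1 line, cells induced overnight at 30 C with tetracycline, dye-loaded 30–90 min at RT. Antagonism scored against EC80 dopamine challenge given 180 s after compound.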
D1 potentiator – potentiators of human D1 dopamine receptor | P21728 | HEK293 TREx D1 cells, calcium flux, dopamine EC20 potentiation | potentiation, % at 10 µM | actives 0.036% (n = 360,000) | AID 504651; in the data active = potentiation above about 30%; also: 0% is about no effect
D2 PAM – positive allosteric modulators of human D2 dopamine receptor; HEK293 T-REx D2, calcium flux, EC20 dopamine potentiation; potentiation, % at 10 µM; actives 0.34% (n = 340,000); AID 485347;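 active = potentiation over 3 SD above the plate norm, cut at about 30% in these data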; also: 0% is about no effect
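Using a no-wash calcium dye in inducible, force-coupled HEK293 Trex cells expressing D2, we tracked fluorescence each second for 180 s after compound, then for 180 s after EC20 dopamine to detect augmented signalling.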
Anesthetic bind – binds horse apoferritin like a general anesthetic | apoferritin/1-aminoanthracene competitive binding, fluorescence | Potency, µM (highest dose often 77.5 µM), without a hit: at the top dose activity change, negative = displacement, actives largely listed as inhibitors | actives 0.074% (n = 350,000) | AID 485281; also: potency is read from the fitted curve at half-maximal effect; % is scaled to controls: 0 for no effect and ±100 for the full control effect; nearly all actives have a fitted effect of over 20% in size
Target sequence (P02791 2-175 limits assumed): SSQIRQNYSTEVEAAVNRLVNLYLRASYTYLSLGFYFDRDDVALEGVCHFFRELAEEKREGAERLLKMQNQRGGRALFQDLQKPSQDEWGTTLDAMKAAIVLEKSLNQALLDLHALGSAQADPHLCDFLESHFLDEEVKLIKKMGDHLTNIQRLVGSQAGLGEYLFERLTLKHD
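Horse-spleen apoferritin (10 uM) was mixed with 50% saturated 1-aminoanthracene in PBS, exposed to compounds for 10 min at room temperature, and read for fluorescence (ex 380 nm, em 535 nm). Competitive displacement was fitted with a four-parameter Hill equation.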
TRHR agonist – TRH receptor (human) agonism | P34981 | TRHR cells, calcium flux fluo-8, FDSS agonist mode | activation, % at 2 µM | actives 0.18% (n = 360,000) | AID 493084; in the data active = activation above about 30%; also: 0% is about no effect
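Fluo-8-loaded TRHR cells; 10 s baseline, compound added, kinetic Ca2+ fluorescence read 1/s, agonist mode.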
RXFP1 ag – agonists of human relaxin receptor RXFP1; Q9HBX9; HEK293T-RXFP1 cAMP TR-FRET, 30 min; response scale: percent of porcine relaxin response, buffer zero; Potency, µM (doses to about 57.5 µM), for inactives: at the highest dose activation, most hits filed as activators; actives 0.3% (n = 370,000); also: potency is read from the fitted curve at half-maximal effect; % is scaled to controls: 0 for no effect and ±100 for the full control effect; nearly all actives have a fitted effect of over 60% in size; many of its hits are not listed in these tables
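cAMP rise read by TR-FRET after 30 min, 37C compound exposure (up to 58 uM) in RXFP1-transfected HEK293 cells with Ro 20174 present. EC50 from Hill-equation fits, with 29 nM porcine relaxin as 100% and buffer as basal.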
* = called active by the depositor; [ ] = dose if it differs, or a comment. Unless noted, calls follow the shape of the dose curve; as a rule, active = well fitted curve in the direction sought with a large enough effect; inconclusive = small, poorly fitted or top-dose-only effect, or another doubt; inactive = no such curve, though single readings can be large; an effect the other way counts as inactive or inconclusive. An excerpt. The share of hits here may be higher or lower than overall.

What do the screens show for `Cc1cc(C)c(NC(=O)CO/N=C2\CCCc3nonc32)c(C)c1`?
D1 ag: -1; RXFP1 antagonist: -8; TRHR PAM: -1; D1 antag: -9; D1 potentiator: 2; D2 PAM: -5; Anesthetic bind: 0%; TRHR agonist: -0.4; RXFP1 ag: 4.8%

Results for COc1ccc(N2CC(NC(=O)C3CC3)CC2=O)cc1OC (configuration not stated) ?
D1 ag: 2; TRHR PAM: 0; D1 potentiator: -2; D2 PAM: -9; Anesthetic bind: 4%; TRHR agonist: 0.4; RXFP1 ag: 1.5%

What do the screens show for `CCOC(=O)N1CCc2c(sc3c2c(=O)n(CCc2ccccc2)c(=O)n3Cc2ccc(F)cc2)C1`?
D1 ag: 9; RXFP1 antagonist: 5; TRHR PAM: -7; D1 antag: -23; D1 potentiator: -3; D2 PAM: 0; Anesthetic bind: 76%[activator]; TRHR agonist: 1.3; RXFP1 ag: -0.5%

How did Cc1ccc2ncnc(-c3ccccc3)c2c1 do in these assays?
D1 ag: 4; RXFP1 antagonist: -3; TRHR PAM: 4; D1 antag: -13; D1 potentiator: -3; D2 PAM: -6; Anesthetic bind: -6%; TRHR agonist: -0.7; RXFP1 ag: 2.2%

What do the screens show for `Cc1ccc(-c2[nH]nc3c2C(c2ccc(OC(=O)N4CCOCC4)cc2)C(C#N)=C(N)O3)cc1` (configuration not stated)?
D1 ag: 9; RXFP1 antagonist: 25; TRHR PAM: -1; D1 antag: -3; D1 potentiator: -1; Anesthetic bind: 3%; TRHR agonist: -1.3; RXFP1 ag: 2.1%

What do the screens show for `COc1ccc(S(=O)(=O)N2CCOCC2)cc1NC(=O)CSc1nnc(C2CC2)n1C1CC1`?
D1 ag: 3; RXFP1 antagonist: -2; TRHR PAM: -2; D1 antag: -14; D1 potentiator: -3; D2 PAM: -7; TRHR agonist: 0.3; RXFP1 ag: 5.3%

What do the screens show for `Cc1cc(C)c(C(=O)COC(=O)Cn2c(C)csc2=O)cc1C`?
D1 ag: 3; RXFP1 antagonist: -6; TRHR PAM: 3; D1 antag: -36*; D1 potentiator: -11; D2 PAM: 2; Anesthetic bind: -13%; TRHR agonist: 0.1; RXFP1 ag: 3.5%

What do the screens show for `COc1ccc(/C=N/Nc2ncc(-c3ccccc3)cn2)c(OC)c1`?
D1 ag: 3; RXFP1 antagonist: -3; TRHR PAM: 6; D1 antag: -6; D1 potentiator: -4; D2 PAM: -8; Anesthetic bind: 1%; TRHR agonist: -0.5; RXFP1 ag: -4.7%

What do the screens show for `CCCN(CCC)CC(O)Cn1cc(/C=C/C(=O)c2ccc(OC)cc2)c2ccccc21` (configuration not stated)?
D1 ag: 128*; RXFP1 antagonist: -12; TRHR PAM: 0; D1 antag: -41*; D1 potentiator: 7; D2 PAM: 17; Anesthetic bind: 44%[activator]; TRHR agonist: -1.7; RXFP1 ag: 0.7%

How did COc1ccc(CCN(C)C(=O)CCCN2C(=O)c3cccc4cccc(c34)C2=O)cc1OC do in these assays?
D1 ag: 3; RXFP1 antagonist: -26; TRHR PAM: 22; D1 antag: 1; D1 potentiator: 1; D2 PAM: 13; Anesthetic bind: -19%; TRHR agonist: -0.5; RXFP1 ag: 1.8%

How did CCCOC(=O)CSC1=C(C#N)C(c2ccccc2OC)C(C#N)C(=O)N1 (configuration not stated) do in these assays?
D1 ag: 0; RXFP1 antagonist: 19; TRHR PAM: 7; D1 antag: -4; D1 potentiator: 0; D2 PAM: -1; Anesthetic bind: -16%; TRHR agonist: 0.2; RXFP1 ag: 2.6%

What do the screens show for `C/C(=C\C(=O)c1ccccc1)Nc1ccc(N2CCOCC2)cc1`?
D1 ag: 5; RXFP1 antagonist: -11; TRHR PAM: -2; D1 antag: -13; D1 potentiator: -4; D2 PAM: -8; Anesthetic bind: -16%; TRHR agonist: -0.2; RXFP1 ag: -0.5%

How did CCOC(=O)Cc1csc(NC(=O)COc2ccc(C)cc2)n1 do in these assays?
D1 ag: 4; RXFP1 antagonist: 4; TRHR PAM: 12; D1 antag: -21; D1 potentiator: -6; D2 PAM: 10; Anesthetic bind: -10%; TRHR agonist: -2.7; RXFP1 ag: -0.7%

How did Cc1ccc(-n2nc(CO)c(C(=O)NCc3ccccn3)n2)cc1 do in these assays?
D1 ag: 1; RXFP1 antagonist: -8; TRHR PAM: -3; D1 antag: 1; D1 potentiator: -1; D2 PAM: 6; Anesthetic bind: -4%; TRHR agonist: 0.4; RXFP1 ag: 0.4%

How did OCC[C@@H]1C[C@H](O)[C@@H](O)[C@@]2(CCCc3ccccc3O2)O1 do in these assays?
D1 ag: 4; TRHR PAM: -5; D1 antag: 11; D1 potentiator: -4; D2 PAM: 3; Anesthetic bind: 6%; TRHR agonist: 0.8; RXFP1 ag: -0.4%

Results for O=C(N/N=C/c1cccc(O)c1)c1ccc(NC(=O)c2cccc([N+](=O)[O-])c2)cc1 ?
D1 ag: 5; RXFP1 antagonist: 15; TRHR PAM: 17; D1 antag: -14; D1 potentiator: -1; D2 PAM: 9; Anesthetic bind: -11%; TRHR agonist: 0.1; RXFP1 ag: 0.7%

Results for Cc1ccc(N2C(=O)CCSC23C(=O)Nc2ccccc23)cc1 (configuration not stated) ?
D1 ag: 1; RXFP1 antagonist: -2; TRHR PAM: 6; D1 antag: -1; D1 potentiator: -7; D2 PAM: -5; Anesthetic bind: -9%; TRHR agonist: 0.6; RXFP1 ag: -0.3%

Results for Cc1cc(Br)ccc1NC(=O)c1sc2ncn(Cc3ccccc3Cl)c(=O)c2c1C ?
D1 ag: 0; RXFP1 antagonist: -15; TRHR PAM: 0; D1 antag: -15; D1 potentiator: -3; D2 PAM: 10; Anesthetic bind: -10%; TRHR agonist: 0.6; RXFP1 ag: 9.2%

How did O=C(CCN=C1NS(=O)(=O)c2ccccc21)OCc1cccc(Cl)c1 do in these assays?
D1 ag: 7; RXFP1 antagonist: inconclusive; TRHR PAM: 4; D1 antag: 9; D1 potentiator: -4; D2 PAM: -4; TRHR agonist: -0.3; RXFP1 ag: -1.1%

Results for Cc1cc(C(=O)CSc2nnc(N)s2)c(C)n1C1CC1 ?
D1 ag: 3; RXFP1 antagonist: -4; TRHR PAM: 5; D1 antag: -2; D1 potentiator: -1; D2 PAM: 14; TRHR agonist: 0.0; RXFP1 ag: 1.4%

Results for O=C1C2CCCN2C(c2ccc(F)cc2)N1c1ccc(Cl)cc1 (configuration not stated) ?
D1 ag: 1; RXFP1 antagonist: 9; TRHR PAM: 14; D1 antag: 11; D1 potentiator: 3; D2 PAM: 15; Anesthetic bind: 0%; TRHR agonist: 0.1; RXFP1 ag: 1.5%

What do the screens show for `COc1cc(CNCc2ccc(OC)c(OC)c2OC)cc(OC)c1`?
D1 ag: 6; RXFP1 antagonist: 1; TRHR PAM: -4; D1 antag: -15; D1 potentiator: -12; D2 PAM: 3; Anesthetic bind: -3%; TRHR agonist: -0.2; RXFP1 ag: -0.1%

Results for CCOC(=O)c1ccc(NC(=O)NC2CC3CCC(C2)N3Cc2nnnn2Cc2ccco2)cc1 (configuration not stated) ?
D1 ag: 0; RXFP1 antagonist: -7; TRHR PAM: 1; D1 antag: -3; D1 potentiator: -6; D2 PAM: -6; Anesthetic bind: -12%; TRHR agonist: 0.2; RXFP1 ag: -1.2%

How did O=C(O)c1ccc(NCCc2ccc(Cl)cc2)c([N+](=O)[O-])c1 do in these assays?
D1 ag: 8; RXFP1 antagonist: 6; TRHR PAM: 4; D1 antag: 19; D1 potentiator: -10; D2 PAM: 2; Anesthetic bind: -21%; TRHR agonist: -2.0; RXFP1 ag: 1.4%

How did CN(Cc1ccccc1)C(=O)CN1C(=O)CSc2ccc(S(=O)(=O)N3CCOCC3)cc21 do in these assays?
D1 ag: -2; RXFP1 antagonist: -1; TRHR PAM: 18; D1 antag: -12; D1 potentiator: 1; D2 PAM: 8; Anesthetic bind: -2%; TRHR agonist: -0.6; RXFP1 ag: 0.0%

How did Cc1ccc(-n2nc3c(=O)n(CC(=O)NCCC(C)C)nc(C)c3c2C)cc1 do in these assays?
D1 ag: 2; RXFP1 antagonist: -9; TRHR PAM: 7; D1 antag: 13; D1 potentiator: -1; D2 PAM: -15; Anesthetic bind: -18%; TRHR agonist: -1.1; RXFP1 ag: 1.1%

Results for COC(=O)c1cc(Nc2cc(C)nc3ncnn23)cc(C(=O)OC)c1 ?
D1 ag: -2; RXFP1 antagonist: -11; TRHR PAM: 5; D1 antag: -12; D1 potentiator: -3; D2 PAM: 2; Anesthetic bind: 0%; TRHR agonist: 0.4; RXFP1 ag: 9.4%

Results for Cc1nnc(SCC(=O)Nc2ccccc2C(=O)NC2CC2)s1 ?
D1 ag: 0; RXFP1 antagonist: -18; TRHR PAM: 10; D1 antag: -3; D1 potentiator: 1; D2 PAM: 6; Anesthetic bind: -11%; TRHR agonist: 0.7; RXFP1 ag: -0.7%

Results for Cc1ccc(S(=O)(=O)NCCC(=O)OCc2ccc([N+](=O)[O-])cc2)cc1C ?
D1 ag: 5; RXFP1 antagonist: -1; TRHR PAM: -8; D1 antag: -1; D1 potentiator: -3; D2 PAM: -13; TRHR agonist: 0.1; RXFP1 ag: 1.6%

What do the screens show for `COc1ccc(CCn2c(C)cc3c(c2=O)C(c2ccc4c(c2)OCO4)C(C#N)=C(N)O3)cc1OC` (configuration not stated)?
D1 ag: 1; RXFP1 antagonist: 1; TRHR PAM: 4; D1 antag: -11; D1 potentiator: -1; D2 PAM: -10; Anesthetic bind: -2%; TRHR agonist: -0.8; RXFP1 ag: 1.2%

Results for Cc1cccc(C(=O)NCC(=O)OCc2cc(=O)n3nc(C)sc3n2)c1 ?
D1 ag: 2; RXFP1 antagonist: -6; TRHR PAM: 4; D1 antag: -22; D1 potentiator: -1; D2 PAM: 13; Anesthetic bind: -10%; TRHR agonist: 0.2; RXFP1 ag: 12%

Random excerpt: two records from the list, in no set order.
What do the screens show for `COc1ccc(CCn2c(C)cc3c(c2=O)C(c2ccc4c(c2)OCO4)C(C#N)=C(N)O3)cc1OC` (configuration not stated)?
D1 ag: 1; RXFP1 antagonist: 1; TRHR PAM: 4; D1 antag: -11; D1 potentiator: -1; D2 PAM: -10; Anesthetic bind: -2%; TRHR agonist: -0.8; RXFP1 ag: 1.2%

How did CN(Cc1ccccc1)C(=O)CN1C(=O)CSc2ccc(S(=O)(=O)N3CCOCC3)cc21 do in these assays?
D1 ag: -2; RXFP1 antagonist: -1; TRHR PAM: 18; D1 antag: -12; D1 potentiator: 1; D2 PAM: 8; Anesthetic bind: -2%; TRHR agonist: -0.6; RXFP1 ag: 0.0%
